High-throughput results as filed in PubChem BioAssay.
KDM4C inh: KDM4C (human) demethylase inhibition. 96,000 compounds, 0.15% hits. AID 720574. inhibition, % at 12.5 µM. GST-KDM4C 2-372, H3K9me3 peptide, LANCE TR-FRET. Q9H3R0;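 active = mean replicate inhibition above about 25%, with at least 55% of replicates also reaching it, limit read from the data, passing the limit was not always enough; inconclusive = only one of those two conditions met; inactive = neither condition met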
Target sequence (Q9H3R0 2-372 limits assumed): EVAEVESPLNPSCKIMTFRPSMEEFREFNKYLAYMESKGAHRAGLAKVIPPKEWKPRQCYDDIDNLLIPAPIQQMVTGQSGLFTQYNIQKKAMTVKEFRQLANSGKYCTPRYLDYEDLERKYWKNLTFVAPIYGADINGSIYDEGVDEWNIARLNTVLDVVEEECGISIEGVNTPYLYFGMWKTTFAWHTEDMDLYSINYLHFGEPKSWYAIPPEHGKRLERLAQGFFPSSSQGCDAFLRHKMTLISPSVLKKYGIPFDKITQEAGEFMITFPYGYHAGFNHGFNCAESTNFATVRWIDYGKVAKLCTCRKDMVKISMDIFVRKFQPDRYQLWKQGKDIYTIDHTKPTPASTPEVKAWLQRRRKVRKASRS
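material = GST-tagged GASC-1 (JMJD2C) catalytic fragment, aa 2-372 | amount = enzyme final amount 10 nM | medium = HEPES buffer, pH 7.5, plus ascorbate | also added = H3K9me3 peptide substrate, Fe(II), 2-oxoglutarate | dosing = single dose | times = 30 min demethylation and 1 h detection at room temperature | detection = LANCE TR-FRET | read-out basis = Fall in 671/618 emission ratio as inhibition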
Pf Dd2 inh: inhibitors of Plasmodium falciparum Dd2 growth; P. falciparum Dd2 growth, SYBR Green, 72 h; hits give low values; activity change, % at 10 µM; 94,000 compounds, 2.3% hits; AID 1159554; in the data active = activity change below about -80%; inconclusive = no clear call, values can overlap the other calls
Tcruzi prolif: T. cruzi proliferation inhibition; T. cruzi beta-gal in NIH3T3, GalScreen luminescence, 90 h; inhibition, % at 8.34 µM; 77,000 compounds, 5.9% hits; AID 624255;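 active = mean inhibition above about 93%, with at least 55% of replicates each passing it, limit read from the data, passing the limit was not always enough; inconclusive = only one of those two conditions holds; inactive = neither condition holds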
C diff growth: inhibitors of Clostridium difficile growth | 86,000 compounds, 0.25% hits | growth activity, negative = inhibition, % at 16 µg/mL (by protocol) | Clostridium difficile clinical isolate growth, OD600, 24 h; hits give low values;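 active = mean growth activity at or below -80% and every replicate also at or below -80%; inconclusive = mean at or below -80% but some replicate above -80%; inactive = mean growth activity above -80%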;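 also: 0% = DMSO wells and -100% = levofloxacin 16 µg/mL wells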
The depositor's hits bear a star; ? = inconclusive; nt = no result given; & = joins results of further samples.

1	C[C@H](CO)N1C[C@H](C)[C@H](CN(C)C(=O)Cc2ccncc2)Oc2ncc(C#CCN(C)C)cc2C1=O
2	C[C@@H]1CN([C@@H](C)CO)C(=O)Cc2cc(NC(=O)Nc3ccccc3)ccc2O[C@@H]1CN(C)Cc1ccncc1
3	N#C[C@H]1[C@@H](c2ccc(-c3cccc(F)c3)cc2)[C@H](CO)N1c1nc(-c2ccccc2)cs1
4	C[C@@H]1CN([C@H](C)CO)C(=O)c2cc(Br)cnc2O[C@H]1CN(C)C(=O)c1ccccc1F
5	CCNC(=O)C[C@@H]1C=C[C@@H](NS(=O)(=O)c2ccc(C)cc2)[C@H](CO)O1
6	COCCNC(=O)C[C@H]1CC[C@H]2[C@@H](COc3ccc(NC(=O)Nc4ccccc4)cc3C(=O)N2C)O1
7	COc1ccc(S(=O)(=O)Nc2ccc3c(c2)C(=O)N([C@@H](C)CO)C[C@@H](C)[C@@H](CN(C)C)O3)cc1
8	COc1ccc2c3c(n(C)c2c1)[C@H](CO)N(C(=O)c1cccnc1)CC31CCN(S(=O)(=O)c2ccccc2)CC1

Assay by compound	1	2	3	4	5	6	7	8
KDM4C inh	2.7	-1.4	-3.0	1.8	-0.7	-0.4	1.1	-0.4
Pf Dd2 inh	56.1	-24.4	28.3	32.8	11.2	5.9	24.8	-12.2
Tcruzi prolif	36.7	56.6	nt	7.4	7.6	35.0	nt	nt
C diff growth	1.3	nt	-4.8	2.0	-2.6	-9.7	1.1	-13.3

9	COc1ccccc1S(=O)(=O)N[C@H]1CC[C@@H](CC(=O)NCc2cccc(F)c2)O[C@H]1CO
10	C[C@H](NC(=O)C[C@H]1CC[C@@H]2[C@H](COC[C@H](O)CN2C(=O)Nc2cccc(F)c2)O1)c1ccccc1
11	COc1ccc(S(=O)(=O)Nc2ccc3c(c2)CC(=O)N([C@H](C)CO)C[C@@H](C)[C@H](CN(C)S(=O)(=O)c2ccc(OC)cc2)O3)cc1
12	COc1ccc2c3c(n(C)c2c1)[C@H](CO)N(Cc1cccc(F)c1)CC31CCN(C)CC1
13	CCCC(=O)N1CC2(CCN(C(=O)NC(C)C)CC2)c2c([nH]c3cc(OC)ccc23)[C@@H]1CO
14	C[C@@H]1CN([C@@H](C)CO)C(=O)c2cc(NC(=O)Cc3ccccc3)ccc2O[C@@H](C)CCCCO[C@H]1CN(C)Cc1ccc(C(=O)O)cc1
15	COc1ccc2c3c([nH]c2c1)[C@H](CO)N(C)CC31CCN(C(=O)c2cccnc2)CC1
16	C[C@@H]1CN([C@H](C)CO)S(=O)(=O)c2ccc(C#Cc3ccccc3F)cc2O[C@@H]1CN(C)CC1CCOCC1

Assay by compound	9	10	11	12	13	14	15	16
KDM4C inh	-0.6	-0.1	-1.7	0.8	0.8	0.7	-0.8	-0.4
Pf Dd2 inh	12.5	-7.4	-10.5	-47.3	20.1	18.8	-56.0	-10.4
Tcruzi prolif	-7.9	43.8	5.5	nt	nt	36.6	nt	nt
C diff growth	nt	-5.6	-2.6	11.7	-6.9	-5.4	-1.2	-0.7

17	C[C@H](CO)N1C[C@H](C)[C@H](CN(C)C(=O)Nc2ccccc2)Oc2ncc(-c3cc4ccccc4o3)cc2C1=O
18	C[C@@H]1CCCCO[C@H](CN(C)CC2CCCCC2)[C@@H](C)CN([C@@H](C)CO)C(=O)c2cc(NS(=O)(=O)c3cn(C)cn3)ccc2O1
19	CC(C)NC(=O)N(C)C[C@H]1Oc2c(NC(=O)c3ccc(-c4nccs4)cc3)cccc2C(=O)N([C@H](C)CO)C[C@H]1C
20	O=C(c1ccccc1)N1CC[C@@H]2[C@H](CO)Nc3ccc(C#Cc4cccc(F)c4)cc3[C@@H]21
21	C/C=C/c1cnc2c(c1)C(=O)N([C@@H](C)CO)C[C@H](C)[C@H](CN(C)C(=O)Cc1cccnc1)O2
22	C[C@@H]1CN([C@H](C)CO)C(=O)c2cc(C#CCc3ccccc3)cnc2O[C@@H]1CN(C)C(=O)C1CCOCC1
23	COc1ccc2c3c([nH]c2c1)[C@H](CO)N(C(=O)CN1CCOCC1)CC31CCN(C(=O)NC(C)C)CC1
24	C[C@@H]1CN([C@@H](C)CO)C(=O)c2cc(NC(=O)C3CC3)ccc2O[C@H]1CN(C)Cc1ccc(C(=O)O)cc1

Assay by compound	17	18	19	20	21	22	23	24
KDM4C inh	nt	2.6	0.6	-2.0	-1.2	2.0	-0.2	-0.5
Pf Dd2 inh	-54.0	-13.5	-13.0	-10.8	40.5	3.7	38.9	5.6
Tcruzi prolif	107.5	-12.1	-37.4	46.2	-27.1	nt	nt	-23.5
C diff growth	30.4	3.7	-0.4	-1.1	1.7	1.2	-4.3	1.0

25	C[C@@H]1CN([C@@H](C)CO)C(=O)c2cc(/C=C/c3ccccc3)cnc2O[C@@H]1CN(C)C(=O)Cc1cccnc1
26	O=C(C[C@H]1C=C[C@@H](NC(=O)c2ccc3c(c2)OCO3)[C@H](CO)O1)NCc1ccc(Cl)cc1
27	C[C@@H]1CN([C@@H](C)CO)C(=O)c2cc(NC(=O)Cc3cn(C)c4ccccc34)ccc2O[C@@H]1CN(C)Cc1ccccc1
28	Cc1cc(C(=O)Nc2cccc3c2O[C@@H](CN(C)Cc2ccncc2)[C@@H](C)CN([C@@H](C)CO)C3=O)n(C)n1
29	COc1cccc(NC(=O)N[C@H]2CC[C@@H](CC(=O)Nc3ccc(-c4ccccc4)cc3)O[C@@H]2CO)c1
30	Cc1ccccc1-c1cnc2c(c1)C(=O)N([C@@H](C)CO)C[C@H](C)[C@@H](CN(C)Cc1ccccc1F)O2
31	O=C1CN(S(=O)(=O)Cc2ccccc2)C[C@H]2[C@H](c3ccc(C#Cc4cccc(F)c4)cc3)[C@@H](CO)N12
32	C[C@@H]1CCCCO[C@@H](CN(C)S(=O)(=O)c2cccs2)[C@H](C)CN([C@@H](C)CO)C(=O)c2cc(NS(C)(=O)=O)ccc2O1

Assay by compound	25	26	27	28	29	30	31	32
KDM4C inh	-1.3	0.0	0.2	3.0	-1.6	3.0	-2.3	0.1
Pf Dd2 inh	-25.6	17.6	-17.5	6.2	-11.1	-28.8	-54.6	-1.1
Tcruzi prolif	nt	19.4	39.1	56.1	25.7	84.0	nt	-70.5
C diff growth	-1.9	2.9	-10.1	-0.3	nt	5.0	-0.7	8.3

33	Cc1ccc(S(=O)(=O)N(C)C[C@H]2OCCCC[C@@H](C)Oc3ccc(NS(=O)(=O)c4cccs4)cc3C(=O)N([C@H](C)CO)C[C@H]2C)cc1
34	C[C@H](O)C#Cc1ccc2c(c1)O[C@@H](CN(C)C)[C@H](C)CN([C@@H](C)CO)S2(=O)=O
35	C[C@H]1CCCCO[C@@H](CN(C)C(=O)CCCN(C)C)[C@@H](C)CN([C@@H](C)CO)C(=O)c2cc(NC(=O)c3ccncc3)ccc2O1
36	O=C(NCC1CCCCC1)[C@H]1[C@H](CO)[C@H]2Cn3c(ccc(-c4cccnc4)c3=O)[C@@H]1N2
37	CCC(=O)Nc1ccc2c(c1)C(=O)N(C)[C@H]1CC[C@H](CC(=O)NCC3CC3)O[C@@H]1CO2
38	COc1ccc(S(=O)(=O)Nc2ccc3c(c2)C(=O)N([C@H](C)CO)C[C@H](C)[C@@H](CN(C)Cc2ccc(C(=O)O)cc2)OCCCC[C@@H](C)O3)cc1
39	C[C@@H]1CN([C@H](C)CO)C(=O)c2cc(-c3ccc(F)cc3)cnc2O[C@@H]1CN(C)S(C)(=O)=O
40	C/C=C/c1ccc([C@@H]2[C@H](CO)N(S(=O)(=O)CC)C23CN(C(C)=O)C3)cc1

Assay by compound	33	34	35	36	37	38	39	40
KDM4C inh	0.4	0.7	3.0	-1.4	-2.0	1.6	-0.4	0.8
Pf Dd2 inh	-68.7	21.9	46.3	32.5	-0.7	8.7	10.2	7.0
Tcruzi prolif	?	-57.8	nt	nt	-13.8	-5.9	55.6	nt
C diff growth	nt	0.5	-2.6	-4.1	-0.1	-16.4	7.2	-1.4

41	C[C@H](O)C#Cc1ccc2c(c1)O[C@@H](CN(C)CC1CCOCC1)[C@@H](C)CN([C@@H](C)CO)S2(=O)=O
42	O=C(C[C@@H]1CC[C@H]2[C@@H](COC[C@@H](O)CN2S(=O)(=O)c2ccccc2)O1)NCc1ccc2c(c1)OCO2
43	C[C@@H]1CN([C@H](C)CO)C(=O)c2ccccc2-c2ccccc2CO[C@@H]1CN(C)C(=O)Nc1ccnc(N2CCOCC2)c1
44	CC(=O)N1[C@@H](CO)[C@H](c2ccccc2)[C@@H]1CN(C(=O)NC(C)C)C1CCCC1
45	C[C@H]1CN([C@@H](C)CO)C(=O)c2cccc(NC(=O)c3cnccn3)c2O[C@H]1CN(C)C(=O)Nc1cccc2ccccc12
46	CN1c2ccc(-c3ccccc3)cc2[C@@H]2[C@@H](CCN2C(=O)CN2CCOCC2)[C@@H]1CO
47	CCNC(=O)C[C@@H]1CC[C@H](NC(=O)NC2CCCCC2)[C@@H](CO)O1
48	CC(C)NC(=O)Nc1ccc2c(c1)C(=O)N([C@H](C)CO)C[C@@H](C)[C@H](CN(C)S(=O)(=O)c1cccs1)OCCCC[C@H](C)O2

Assay by compound	41	42	43	44	45	46	47	48
KDM4C inh	0.1	-0.9	2.4	-0.9	0.4	-2.8	2.9	-0.3
Pf Dd2 inh	-7.7	-16.2	-15.3	1.4&6.0	-7.2	-0.8	7.7	nt
Tcruzi prolif	53.0	-6.2	?	-1.5&25.5	25.8	75.9	24.1	nt
C diff growth	-10.1	nt	0.0	2.2&-1.2	0.7	0.2	1.4	-8.9

49	C[C@H]1CN([C@@H](C)CO)C(=O)Cc2cc(NC(=O)CCC(F)(F)F)ccc2O[C@H]1CN(C)C(=O)Nc1cccc2ccccc12
50	CC(C)NC(=O)N(C)C[C@H]1Oc2ccc(NC(=O)Cn3cnnn3)cc2CC(=O)N([C@@H](C)CO)C[C@H]1C
51	O=C(c1cccnc1)N1C[C@H]2[C@@H](c3ccccc31)[C@H](CO)N2C(=O)C1CCCCC1
52	COc1ccc(NC(=O)Nc2ccc3c(c2)[C@H]2C[C@@H](CC(=O)N4CCN(C)CC4)O[C@@H](CO)[C@H]2O3)cc1
53	COc1ccc2c3c([nH]c2c1)[C@H](CO)N(C(=O)Nc1ccc(F)cc1)CC31CCN(CC2CC2)CC1
54	COc1ccc(CN(C)C[C@@H]2Oc3c(NC(=O)c4cc(C)nn4C)cccc3C(=O)N([C@H](C)CO)C[C@@H]2C)cc1
55	CN(C)CC(=O)N1CCCCN2[C@H](CO)[C@H](c3ccc(-c4cccc(C(=O)N(C)C)c4)cc3)[C@H]2C1

Assay by compound	49	50	51	52	53	54	55
KDM4C inh	0.4	-0.2	5.4	0.1	0.0	13.4	1.2
Pf Dd2 inh	-15.5	24.8	0.4	10.1	-67.5	18.8	23.0
Tcruzi prolif	11.5	16.2	19.5	-6.7	nt	nt	7.0
C diff growth	-6.7	1.3	1.6	-2.5	8.3	0.5	-4.3

7 compounds already listed, sorted by length of the SMILES, lowest first:
47	CCNC(=O)C[C@@H]1CC[C@H](NC(=O)NC2CCCCC2)[C@@H](CO)O1
51	O=C(c1cccnc1)N1C[C@H]2[C@@H](c3ccccc31)[C@H](CO)N2C(=O)C1CCCCC1
46	CN1c2ccc(-c3ccccc3)cc2[C@@H]2[C@@H](CCN2C(=O)CN2CCOCC2)[C@@H]1CO
53	COc1ccc2c3c([nH]c2c1)[C@H](CO)N(C(=O)Nc1ccc(F)cc1)CC31CCN(CC2CC2)CC1
54	COc1ccc(CN(C)C[C@@H]2Oc3c(NC(=O)c4cc(C)nn4C)cccc3C(=O)N([C@H](C)CO)C[C@@H]2C)cc1
52	COc1ccc(NC(=O)Nc2ccc3c(c2)[C@H]2C[C@@H](CC(=O)N4CCN(C)CC4)O[C@@H](CO)[C@H]2O3)cc1
49	C[C@H]1CN([C@@H](C)CO)C(=O)Cc2cc(NC(=O)CCC(F)(F)F)ccc2O[C@H]1CN(C)C(=O)Nc1cccc2ccccc12

Assay by compound	47	51	46	53	54	52	49
KDM4C inh	2.9	5.4	-2.8	0.0	13.4	0.1	0.4
Pf Dd2 inh	7.7	0.4	-0.8	-67.5	18.8	10.1	-15.5
Tcruzi prolif	24.1	19.5	75.9	nt	nt	-6.7	11.5
C diff growth	1.4	1.6	0.2	8.3	0.5	-2.5	-6.7
